IDE inh: inhibits human insulin-degrading enzyme in HEK cells; P14735; FAbetaB cleavage, fluorescence polarization; inhibition, % at 5.59 µM; actives 0.41% (n = 320,000); AID 434962;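 active means percent inhibition above the average of all tested compounds plus 3 SD, set per screening campaign, cut at about 16% in these data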;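 further: IDE supplied by intact live HEK cells; FP after avidin binding of uncleaved biotin substrate so inhibition keeps polarization high; 0% = DMSO wells and 100% = 60 µM reference IDE inhibitor Ii1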
Target sequence (P14735 whole entry, looked up): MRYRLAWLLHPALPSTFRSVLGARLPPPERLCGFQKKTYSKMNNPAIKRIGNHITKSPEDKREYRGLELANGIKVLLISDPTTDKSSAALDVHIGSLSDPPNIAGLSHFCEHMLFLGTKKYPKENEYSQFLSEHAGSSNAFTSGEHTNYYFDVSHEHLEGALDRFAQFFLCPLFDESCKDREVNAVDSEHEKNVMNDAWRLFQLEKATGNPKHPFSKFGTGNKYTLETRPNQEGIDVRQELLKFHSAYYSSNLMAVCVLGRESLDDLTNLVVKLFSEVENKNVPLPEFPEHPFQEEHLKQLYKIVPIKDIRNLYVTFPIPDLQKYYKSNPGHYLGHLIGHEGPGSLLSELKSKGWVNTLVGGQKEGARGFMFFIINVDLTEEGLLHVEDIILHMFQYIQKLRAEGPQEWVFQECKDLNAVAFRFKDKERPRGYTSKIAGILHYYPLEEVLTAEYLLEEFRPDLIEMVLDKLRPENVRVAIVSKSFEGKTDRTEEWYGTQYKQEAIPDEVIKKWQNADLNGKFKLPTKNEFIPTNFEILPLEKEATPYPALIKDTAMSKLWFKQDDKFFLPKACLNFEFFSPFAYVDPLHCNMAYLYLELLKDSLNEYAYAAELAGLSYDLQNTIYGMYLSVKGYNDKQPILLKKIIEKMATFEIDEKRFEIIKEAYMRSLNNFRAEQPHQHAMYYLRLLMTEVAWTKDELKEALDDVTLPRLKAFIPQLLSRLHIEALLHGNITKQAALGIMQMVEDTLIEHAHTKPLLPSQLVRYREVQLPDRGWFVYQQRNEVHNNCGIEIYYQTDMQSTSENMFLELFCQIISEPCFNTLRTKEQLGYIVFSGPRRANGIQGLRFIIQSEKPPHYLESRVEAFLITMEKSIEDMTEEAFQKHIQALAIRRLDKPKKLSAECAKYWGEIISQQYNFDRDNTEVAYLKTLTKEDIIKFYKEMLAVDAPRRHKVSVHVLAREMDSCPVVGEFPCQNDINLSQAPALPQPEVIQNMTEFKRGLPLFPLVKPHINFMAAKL
M5 ag: CHRM5 agonism in calcium assay; P08912; CHO-K1 hM5 cells, Fluo-8 calcium fluorescence; 0% DMSO wells, 100% maximal acetylcholine response; activation, % at 3 µM; actives 0.19% (n = 360,000); AID 624037;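 active means activation above the run's mean over test compounds plus 3 SD, cut at about 23% in these data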;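 further: signal is peak over basal fluorescence ratio across the kinetic read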
CRFR2-BP antag: blocks CRF-induced signaling of the CRF-BP/CRF-R2 complex. inhibition, % at 11.8 µM. actives 0.59% (n = 350,000). HEK293 CRF-R2/CRF-BP, CRF-induced calcium fluorescence. AID 588475;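 active means inhibition of the ligand-induced calcium signal above about 50% at the single tested concentration, limit read from the data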
M5 antag: CHRM5 antagonism in calcium assay. P08912. actives 0.59% (n = 360,000). AID 624040. CHO-hM5 cells, Fluo-8 calcium fluorescence, ACh EC80. inhibition, % at 3 µM;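 active means inhibition above a per-plate cutoff, the mean of that plate's test compounds plus 3 SD, cut at about 27% in these data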;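 further: 0% = acetylcholine EC80 with DMSO and 100% = DMSO without agonist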
M4 PAM: potentiates acetylcholine response at human M4 receptor | activation, % at 3 µM | CHO-K1 hM4/Gqi5, Fluo-8 calcium fluorescence, ACh EC20; 0% = ACh EC20, 100% = maximal ACh | P08173 | actives 0.4% (n = 360,000);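 active means activation above its plate's cutoff, the mean activation of sample wells plus 3 SD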; further: some results filed as inactive read as strong as hits
CHRM4 agonist: agonists of human muscarinic M4 receptor (CHRM4); P08173; CHO-K1 hM4/Gqi5, Fluo-8 calcium fluorescence; vehicle 0%, full acetylcholine response 100%; activation, % at 3 µM; actives 0.14% (n = 360,000);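 active means activation above the run mean over all test wells plus 3 SD, cut at about 32% in these data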;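 further: peak over basal fluorescence ratio per well then scaled between controls; 0% = DMSO wells and 100% = acetylcholine at EC100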
CHRM4 antagonist: CHRM4 antagonism in calcium assay; actives 0.73% (n = 360,000); inhibition, % at 3 µM; CHO-hM4 cells, ACh EC80, Fluo-8 calcium fluorescence;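 active means inhibition above its plate's cutoff, the mean inhibition of sample wells plus 3 SD, cut at about 27% in these data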;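 further: 0% = acetylcholine EC80 with DMSO and 100% = DMSO without agonist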
CRFBP-R2 agonist: agonists of human CRF-binding protein/CRF-R2 receptor complex | AID 588473 | HEK293 CRF-R2/CRF-BP, calcium dye fluorescence (FLIPR); percent of saturating CRF peptide response | activation, % at 13.2 µM | actives 0.46% (n = 350,000);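 active means activation of at least 50%, plus an integration ratio under a set limit after plate pattern correction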;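 further: plate controls were neutral control wells without compound for no effect and CRF at EC100 for full effect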
M5 PAM: CHRM5 positive allosteric modulation. P08912. CHO-K1 hM5, Fluo-8 calcium, ACh EC20 PAM; 0% = ACh EC20, 100% = ACh EC100. activation, % at 3 µM. actives 0.3% (n = 360,000). AID 624038;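 active means activation above the run cutoff, the mean activation of all test compounds plus 3 SD, cut at about 18% in these data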
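Replicates: One well per compound, no replicates | System: Human M5 receptor in CHO-K1 cells | Benchmarks: Low control EC20 acetylcholine (0%), high control EC100 acetylcholine (100%) | Probe or stimulus: Acetylcholine, EC20 level | Times: Fluo-8 loading 80 min at 37 °C plus 30 min room temperature | Signal: Intracellular calcium via Fluo-8 fluorescence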
An asterisk follows results filed as active; · = no result given.

CHRM4 antagonist	M5 ag	IDE inh	M5 PAM	canonical_smiles	CRFBP-R2 agonist	M4 PAM	M5 antag	CHRM4 agonist	CRFR2-BP antag
-10	0	·	-3	CCN1C(=O)[C@H]2[C@@H](c3ccc(OC)cc3)N[C@]3(CCCN(CCC(C)C)C3=O)[C@H]2C1=O	4.0	1	6	0	-25
-2	11	3	-10	Cc1ccc(Cn2cnc3ccccc32)cc1	-0.4	-1	1	13	-1
5	-6	2	-3	Cc1ccc(SCC(=O)Nc2ccc(S(=O)(=O)Nc3ncccn3)cc2)cc1	0.8	-3	13	1	-7
7	-3	12	3	O=C(NC1CCCC1)C1CCN(C(=O)c2ccc(-c3ccccc3)cc2)CC1	-1.9	1	7	1	2
-8	2	·	-1	CCOC(=O)[C@]12CCCC=C1N(Cc1cccc3ccccc13)C(=O)[C@H](CC(=O)N1CCC(c3ccccc3)CC1)C2	·	2	-7	0	·
3	-1	-10	4	Cc1ccc(NC(=O)c2ccc3c(c2)C(=O)N(Cc2cccnc2)C3=O)c(C)c1	-0.9	2	8	1	-4
3	0	0	-2	N#CC1=C2C=Cc3ccccc3N2CCCC1=O	-1.0	0	-3	1	-1
-11	-1	5	1	O=C(COC(=O)c1ccccc1Br)NCC1CCCCC1	-4.3	4	-1	2	1
-19	2	-3	-8	COc1cc(CC(=O)OCC(=O)Nc2cc([N+](=O)[O-])ccc2Cl)cc(OC)c1OC	-2.1	9	8	11	7
4	1	-3	15	COc1ccc(-n2c3c(cc(C(=O)NCC(=O)c4ccccc4)c2=O)C(=O)CC(C)(C)C3)cc1	0.7	3	-11	1	-5
4	-4	2	-2	COc1ccccc1CCN=C(N)NS(=O)(=O)c1ccc(C)cc1	1.2	-1	5	0	-5
2	0	2	8	CC1CCN(C(=O)CSc2nc3c(c(=O)n2C)SCC3)CC1	-2.3	2	-17	0	10
4	0	·	-5	O=[N+]([O-])c1cccc(/C=N/N=C\c2ccccc2)c1	0.1	-2	5	1	-3
-8	-1	3	-4	CC1=C(C)CC2C(=O)N(c3cccc4ccccc34)C(=O)C2C1 (configuration not stated)	-4.0	1	9	1	1
-1	2	8	5	N#Cc1ccccc1OCC(=O)Nc1ccc(S(=O)(=O)N2CCOCC2)cc1	-0.1	1	0	2	-20
1	-3	-7	0	N#Cc1cnn(-c2ncnc3sc4c(c23)CCCC4)c1N	-3.3	-1	-5	1	7
8	-2	2	4	CCCn1c(SCC(=O)Nc2ccc(NC(C)=O)cc2)nc2c1c(=O)n(C)c(=O)n2C	-0.1	5	-7	1	1
4	0	-1	-1	CCOc1ccc2nc(NC(=O)c3ccoc3C)sc2c1	0.5	6	-6	-2	32
7	0	1	2	CCN1C(=O)[C@H]2[C@@H](c3ccc(-c4ccc(C(C)=O)cc4)cc3)N[C@@](C)(C(=O)OC)[C@H]2C1=O	0.1	4	13	3	-3
3	-3	3	10	O=c1cc(O)nc2n1CCCS2	0.5	3	13	0	-2
-19	-2	-3	9	Cc1cnc(C(=O)OCc2csc(CC(=O)Nc3ccccc3C)n2)cn1	3.2	6	-7	1	0
-5	-1	0	1	CCCc1nc(NCC2CCCO2)c2nnn(Cc3ccccc3)c2n1 (configuration not stated)	3.4	10	0	0	13
5	2	1	-7	CCCn1c(SCC(=O)Nc2ccc3c(c2)OCO3)n[nH]c1=O	23	-3	11	1	28
-5	0	7	2	C(=N\N1CCN(c2ccccn2)CC1)/c1cccc2ccccc12	0.4	-1	-5	2	-4
-8	-6	5	-8	Cc1ccc(S(=O)(=O)c2nnn3c2nc(N2CCC(C(N)=O)CC2)c2ccccc23)cc1C	4.2	0	19	2	22

(further entries)
CHRM4 antagonist	M5 ag	IDE inh	M5 PAM	canonical_smiles	CRFBP-R2 agonist	M4 PAM	M5 antag	CHRM4 agonist	CRFR2-BP antag
2	-2	1	-3	COc1ccccc1NC(=O)NC1(C(=O)N2CCCCC2)CCCCC1	-1.7	4	14	0	12
-46	-5	4	4	Cc1ccc(Nc2nc(N)c([N+](=O)[O-])c(NCc3ccco3)n2)cc1	-2.4	7	-13	-3	-88
0	0	4	-1	Cc1cc(NC(=O)Nc2ccc(Cl)cc2)n(C(C)(C)C)n1	-0.6	0	10	2	-8
-10	-4	·	1	Cc1cc(C)cc(NS(=O)(=O)c2c(C)[nH]c(=O)[nH]c2=O)c1	-0.3	4	-4	1	-5
7	-3	7	-1	Cc1cc(Br)c(NC(=O)CCl)c(Br)c1	-4.0	6	6	0	12
3	-4	1	1	COc1cc(CN2CCNC(=O)C2CC(=O)NC2CCCC2)cc(OC)c1 (configuration not stated)	0.4	3	6	0	-2
-18	-7	11	3	Cc1ccc(C(=O)c2coc3ccc(O)c(CN4CCN(C)CC4)c23)cc1	1.0	1	-8	0	-16
-1	-3	0	6	COc1cc(NC(=S)N2CCN(c3ccccn3)CC2)cc(OC)c1OC	-0.9	8	-3	2	-13
1	-8	-2	-4	COc1ccc(CC(=O)Oc2ccc(C)cc2C)cc1	1.4	-5	4	-1	17
-25	-2	3	4	CC(=O)Nc1ccc(NS(=O)(=O)c2cccc3nonc23)cc1	-0.7	-3	-7	2	0
4	-2	·	0	Cc1ccccc1-c1csc(C(O)c2ccc(F)c(F)c2)n1 (configuration not stated)	·	-3	1	1	·
-3	-2	0	-3	O=C(O)CSc1ccc2nnc(-c3cccnc3)n2n1	2.7	-4	9	0	9
6	-7	·	1	O=[N+]([O-])c1ccccc1S(=O)(=O)N1CCN(C2CCCC2)CC1	-1.1	15	17	0	2
-3	2	-7	0	CC(C)C(=O)Nc1cccc(C(=O)OCC(=O)c2ccc(Cl)cc2Cl)c1	2.1	-2	-3	2	-6
1	-4	2	4	CC1(C)CC(=O)N(Cc2ccccc2)C(=O)C1	-1.5	8	0	1	2
9	-2	1	-8	CCOC(=O)c1c(C)[nH]c(C(=O)C(C)Cl)c1C (configuration not stated)	-2.6	-1	13	1	-7
5	-1	0	-4	CCOC(=O)c1c(NC(=O)Cn2c(=O)oc3ccccc32)oc(C)c1C(C)=O	0.7	9	1	1	-8
-14	-3	0	11	Cc1ccc(-n2c(C)nnc2SC(C)C(=O)N2CCCC2)cc1 (configuration not stated)	-0.9	-1	0	1	4
-10	2	·	4	CNC(=O)C[C@H]1C(=O)N(CCc2ccccc2)C[C@@H]1CSC	-1.5	5	-4	0	20
-25	0	0	-4	Cc1cc(C)c(S(=O)(=O)N2CCN(S(=O)(=O)N3CCCCCC3)CC2)c(C)c1	5.4	7	3	2	-12
-12	0	2	1	COc1ccccc1Nc1ccc(N)cc1	-4.0	9	8	1	5
8	0	3	-6	Nn1c(C2CCC2)nc2ccccc2c1=O	-1.0	0	-4	1	-7
-8	-1	·	1	Cc1ccc(S(=O)(=O)NN=C2CCCc3ccccc32)cc1	-4.4	8	5	-1	32
6	2	2	6	O=C(NCCCCNC(=O)c1c(Cl)cccc1Cl)c1c(Cl)cccc1Cl	-0.2	6	1	0	-2
0	-1	5	2	COc1cc(Cl)ccc1OCc1cc(C(=O)N(C)Cc2nnc(C)o2)no1	-0.4	2	4	1	12

The list goes on; the last six above are carried over.
CHRM4 antagonist	M5 ag	IDE inh	M5 PAM	canonical_smiles	CRFBP-R2 agonist	M4 PAM	M5 antag	CHRM4 agonist	CRFR2-BP antag
-25	0	0	-4	Cc1cc(C)c(S(=O)(=O)N2CCN(S(=O)(=O)N3CCCCCC3)CC2)c(C)c1	5.4	7	3	2	-12
-12	0	2	1	COc1ccccc1Nc1ccc(N)cc1	-4.0	9	8	1	5
8	0	3	-6	Nn1c(C2CCC2)nc2ccccc2c1=O	-1.0	0	-4	1	-7
-8	-1	·	1	Cc1ccc(S(=O)(=O)NN=C2CCCc3ccccc32)cc1	-4.4	8	5	-1	32
6	2	2	6	O=C(NCCCCNC(=O)c1c(Cl)cccc1Cl)c1c(Cl)cccc1Cl	-0.2	6	1	0	-2
0	-1	5	2	COc1cc(Cl)ccc1OCc1cc(C(=O)N(C)Cc2nnc(C)o2)no1	-0.4	2	4	1	12
-1	1	-3	4	O=C(NNC(=O)C1CCCC1)c1ccccc1F	0.0	3	1	0	8
1	0	0	0	CCCCOc1ccc(CSC(=N)N)cc1Cl	-0.9	-4	6	18	-21
1	0	-1	2	COc1cc(SC)ccc1C(=O)OCC(=O)N1CCN(C(C)=O)CC1	6.3	12	-10	-1	29
-25	-2	1	2	CC(=O)c1cccc(NC(=O)c2cc(-c3cccs3)on2)c1	0.3	16*	-7	1	-2
-10	3	·	0	COc1ccc(CNC(=O)c2ccc(-n3cncn3)c3ccoc23)cc1OC	·	5	15	4	·
-14	1	·	-7	COc1ccc(C(=O)NC2CC(C)(C)NC(C)(C)C2)cc1S(=O)(=O)N1CCOCC1	-1.3	6	2	0	-10
5	-1	0	7	CCN(CC)S(=O)(=O)c1ccc2oc(Nc3ccccc3)nc2c1	-0.6	-3	-12	2	-16
11	-2	3	-2	CC(=O)N1N=C(c2cccc([N+](=O)[O-])c2)OC1c1ccccc1Cl (configuration not stated)	-0.7	2	1	0	1
3	-2	·	14	COc1cc(C=CC(=O)OCC=Cc2ccc3c(c2)OCO3)cc(OC)c1OC	3.6	6	3	1	6
6	9	1	4	COc1cc(C(=S)N2CCCC2)ccc1OCc1ccc(C)cc1	-0.6	-4	12	2	2
2	2	3	1	c1ccc(Nc2nc(-c3ccncc3)cs2)nc1	-2.3	-6	-2	-2	-1
-3	0	·	-3	Cc1noc(C)c1NC(=O)N(C)C[C@H]1OCCCC[C@@H](C)Oc2ccc(NS(=O)(=O)c3ccccc3)cc2C(=O)N([C@H](C)CO)C[C@@H]1C	0.5	2	2	1	9
-12	9	-7	-1	O=C(CSc1nc2ccc([N+](=O)[O-])cc2[nH]1)NC1CCCCC1	-0.1	-4	-1	11	15
5	1	-3	-5	COC(C(=O)N1CCC(CCC(=O)Nc2ccccc2)CC1)c1ccccc1 (configuration not stated)	0.6	-1	16	2	1
11	0	4	0	O=C(O)CC(NC(=S)NCc1ccccc1)C(=O)O (configuration not stated)	-6.3	0	5	-1	-50
18	-2	3	-4	Cc1ccc(N(CC(=O)NCc2ccccc2)C(=O)CCC(=O)Nc2ccccn2)c(C)c1	-0.5	2	17	3	-10
9	5	-3	-13	O=C(Nc1ccccc1O)c1cccc(S(=O)(=O)Nc2ccccc2O)c1	-1.2	-29	15	10	18
0	2	-2	0	CCOC(=O)[C@H]1[C@H]2COc3ccc(Br)cc3[C@H]2N2C(=O)CNC(=O)[C@@]12C	-0.7	-2	0	5	-5
9	-3	1	-11	CC(Oc1ccc(Br)cc1)C(=O)NCCCN1CCCC1=O (configuration not stated)	0.4	-2	15	0	3
0	0	-3	12	Cc1cc(Br)ccc1OCC(=O)NNC(=O)C(=O)Nc1ccccc1	-1.2	0	1	-1	6
-10	0	·	-2	Cc1cc(C(=O)N2CCC2(C)C(=O)O)nn1C(C)(C)C (configuration not stated)	·	3	8	1	·
-7	-15	5	18*	CCC(C(=O)NCc1ccc(OC)cc1)n1nc(C)n2c(cc3occc32)c1=O (configuration not stated)	1.8	5	-3	0	-6
2	-3	1	-2	Cc1cc(C)c(C(=O)NC2CCCc3c2cnn3-c2cccc(C)c2C)o1 (configuration not stated)	1.1	-4	4	7	20
2	-8	3	0	O=C(O)C(=O)/C(=C\c1ccsc1)c1ccc2ccccc2n1	15	-3	4	1	-7

Screens from PubChem BioAssay.
